GPR7 antag: antagonists of human GPR7 (neuropeptides B/W receptor 1) | P48145 | GPR7-expressing cells, fluorescence antagonist assay | inhibition, % at 4.4 µM | hit rate 1.1% among 290,000 | AID 1861; in the data active = inhibition above about 16%, passing the limit was not always enough;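 also: cells stimulated with the agonist NPW; 0% = agonist with vehicle and 100% = vehicle without agonist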
Target sequence (P48145 whole entry, looked up): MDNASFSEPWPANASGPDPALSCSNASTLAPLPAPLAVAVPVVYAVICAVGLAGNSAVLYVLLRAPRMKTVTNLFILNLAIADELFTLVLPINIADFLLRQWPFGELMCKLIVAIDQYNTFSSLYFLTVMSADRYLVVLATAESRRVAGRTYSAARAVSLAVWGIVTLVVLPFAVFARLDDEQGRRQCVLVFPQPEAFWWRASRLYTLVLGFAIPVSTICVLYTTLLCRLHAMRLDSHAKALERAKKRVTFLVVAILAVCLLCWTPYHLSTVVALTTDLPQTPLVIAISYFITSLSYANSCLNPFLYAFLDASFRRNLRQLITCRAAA
OXTR ag: agonists of human oxytocin receptor. activation, % at 3 µM. CHO-OTR cells, Fluo-8 calcium fluorescence; normalized: DMSO 0%, oxytocin 100%. hit rate 0.32% among 320,000;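 active = activation above the mean of all tested compounds plus 3 SD, cutoff set per screening run, cut at about 20% in these data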;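 also: peak over basal fluorescence ratio from a 100 s FLIPR kinetic read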
PHOSPHO1 inh: inhibitors of human PHOSPHO1 phosphatase. hit rate 1.1% among 290,000. recombinant PHOSPHO1, absorbance phosphatase assay. inhibition, % at 13.3 µM; in the data active = inhibition above about 60%
Target sequence (Q8TCT1 whole entry, looked up): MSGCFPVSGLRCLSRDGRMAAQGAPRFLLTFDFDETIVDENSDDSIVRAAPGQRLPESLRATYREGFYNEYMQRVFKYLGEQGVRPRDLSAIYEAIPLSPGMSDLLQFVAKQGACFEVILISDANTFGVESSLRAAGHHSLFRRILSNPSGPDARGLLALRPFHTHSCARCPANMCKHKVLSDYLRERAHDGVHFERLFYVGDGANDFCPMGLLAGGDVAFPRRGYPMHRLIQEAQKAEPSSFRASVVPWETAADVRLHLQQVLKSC
MEKK2 WT-MEK5: raises or lowers MEK5 binding to wildtype human MEKK2 PB1 domain | binding response (% of control), % at 10 µM | bead flow cytometry, Alexa488-MEK5 binding to MEKK2 WT; actives lie on both sides | hit rate 1.1% among 290,000 | Q9Y2U5 | AID 1531; in the data active = binding response below about 67% or above about 130%
MEKK2mut PB1 HTS: signal of MEK5 binding to mutant human MEKK2 PB1 domain; AID 1530; bead flow cytometry, Alexa488-MEK5 binding to MEKK2 mutant; hit rate 0.35% among 290,000; percent response, % at 10 µM; in the data active = percent response above about 24%, passing the limit was not always enough; also: inactives centre near 1; some results filed as inactive read as strong as hits; reference of the scale not given here
MEKK3 PB1 HTS: modulators (inhibitors or enhancers) of MEK5 binding to human MEKK3 PB1 domain; bead-based flow cytometry, Alexa488-MEK5 binding to MEKK3; actives lie on both sides; 0 = blocked by unlabeled MEK5, 100 = vehicle; binding response (% of control), % at 10 µM; hit rate 1.4% among 290,000; AID 1529; Q99759;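 active = binding response more than 3 SD above or below the average of its plate-row segment, actives on both sides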;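 also: Alexa488 bead fluorescence after subtracting the streptavidin-only scavenger bead signal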
NALP1 inh: blocks the NALP1 inflammasome reconstituted in yeast | AID 2071 | inhibition, % at 10 µM | hit rate 0.61% among 280,000 | S. cerevisiae NALP1/ASC/caspase-1 growth, X-gal OD620, 72 h; in the data active = inhibition mostly above about 24%, no sharp cut-off; inactive = mostly below about 32%; also: some compounds called inactive have numbers as strong as hits
V1R ag counter: activates human V1a receptor in oxytocin agonist counter-screen. P37288. CHO-V1R cells, Fluo-8 calcium fluorescence, agonist mode; 0% DMSO, 100% 3 nM vasopressin. activation, % at 3 µM. hit rate 0.25% among 320,000. AID 2797;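 active = activation above the mean activation of all tested compounds plus 3 SD, per screening run, cut at about 20% in these data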;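 also: signal is peak over basal fluorescence ratio across a 100 second FLIPR read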
Target sequence (P37288 whole entry, looked up): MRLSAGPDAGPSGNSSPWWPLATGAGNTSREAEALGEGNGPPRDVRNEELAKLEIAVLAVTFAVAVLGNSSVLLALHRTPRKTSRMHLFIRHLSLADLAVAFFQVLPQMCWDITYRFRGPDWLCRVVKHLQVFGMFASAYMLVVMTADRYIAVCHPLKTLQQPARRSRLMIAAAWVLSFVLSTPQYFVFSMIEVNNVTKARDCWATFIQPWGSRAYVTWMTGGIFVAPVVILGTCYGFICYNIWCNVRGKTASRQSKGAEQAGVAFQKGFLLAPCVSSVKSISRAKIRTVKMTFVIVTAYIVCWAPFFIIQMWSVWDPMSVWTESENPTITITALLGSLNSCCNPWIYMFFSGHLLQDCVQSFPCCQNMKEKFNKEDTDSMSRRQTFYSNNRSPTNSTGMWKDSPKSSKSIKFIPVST
GalR3 antagonist: blocks the human galanin receptor 3; inhibition, % at 3 µM; O60755; hit rate 0.44% among 360,000; AID 651719; HEK293 GalR3-CNG cAMP membrane potential fluorescence; galR3 body fused to GalR1 C-terminus;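 active = inhibition above the screen-wide average plus 3 SD, cut at about 13% in these data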;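 also: forskolin and galanin both at EC90 stimulate the cells; cAMP rise reported by CNG channel membrane potential dye signal; 0% = forskolin plus galanin with DMSO and 100% = forskolin alone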
An asterisk follows results filed as active; [ ] = another dose, or the depositor's remark. This is a random part of the collection. About 5.4% of those tested had a hit in this group.

For CC(C)CN1CCN(Cc2nc(C(C)C)cs2)CC1CCO (configuration not stated) the results were GPR7 antag -6, OXTR ag 0.1, PHOSPHO1 inh 23, MEKK2 WT-MEK5 100, MEKK2mut PB1 HTS 7, MEKK3 PB1 HTS 103, NALP1 inh 3, V1R ag counter -0.4 and GalR3 antagonist -7.
For Cc1ccc(C)c(NC(=O)CSc2sc3c(O)cc(=O)[nH]c3c2C#N)c1 the results were GPR7 antag 10, OXTR ag 0.3, PHOSPHO1 inh 19, MEKK2 WT-MEK5 104, MEKK2mut PB1 HTS 4, MEKK3 PB1 HTS 102, NALP1 inh 26, V1R ag counter 0.5 and GalR3 antagonist -4.
Screening Cn1c(=O)c2[nH]c(=O)cnc2n(C)c1=S returned GPR7 antag 9, OXTR ag 0.5, PHOSPHO1 inh 32, MEKK2 WT-MEK5 94, MEKK2mut PB1 HTS -4, MEKK3 PB1 HTS 97, NALP1 inh -8, V1R ag counter -0.1 and GalR3 antagonist 1.
Screening CC1(C)CC2CC(C)(CN2CC(O)c2ccccc2)C1 (configuration not stated) returned GPR7 antag -6, OXTR ag -2.1, PHOSPHO1 inh 50, MEKK2 WT-MEK5 103, MEKK2mut PB1 HTS 2, MEKK3 PB1 HTS 100, NALP1 inh 13, V1R ag counter -1.8 and GalR3 antagonist -10.
For COc1cc(C(=O)NCc2cn3ccccc3n2)cc(OC)c1OC the results were GPR7 antag -6, OXTR ag 1.1, PHOSPHO1 inh 0, MEKK2 WT-MEK5 102, MEKK2mut PB1 HTS -5, MEKK3 PB1 HTS 95, NALP1 inh -2, V1R ag counter 0.5 and GalR3 antagonist 1.
COc1ccc(N(CC(=O)Nc2ccc(F)c(Cl)c2)S(=O)(=O)c2c(C)noc2C)cc1 was read as GPR7 antag -7, OXTR ag 0.7, PHOSPHO1 inh 13, MEKK2 WT-MEK5 103, MEKK2mut PB1 HTS -3, MEKK3 PB1 HTS 97, NALP1 inh 6, V1R ag counter 3.0 and GalR3 antagonist -5.
Screening C[C@@H](O)c1nc2ccccc2n1N returned GPR7 antag -2, OXTR ag 1.6, PHOSPHO1 inh -16, MEKK2 WT-MEK5 100, MEKK2mut PB1 HTS 0, MEKK3 PB1 HTS 96, NALP1 inh 10, V1R ag counter 1.6 and GalR3 antagonist -4.
For OC(CN1CCN(c2ccccn2)CC1)Cn1c2ccccc2c2ccccc21 (configuration not stated) the results were GPR7 antag -10, OXTR ag 11, PHOSPHO1 inh -3, MEKK2 WT-MEK5 125, MEKK2mut PB1 HTS 11, MEKK3 PB1 HTS 104, NALP1 inh 2, V1R ag counter 7.7 and GalR3 antagonist -1.
S=c1[nH]nc(-c2cccnc2)n1-c1ccccc1 was read as GPR7 antag -3, OXTR ag 1.0, PHOSPHO1 inh 3, MEKK2 WT-MEK5 101, MEKK2mut PB1 HTS 2, MEKK3 PB1 HTS 80*[inhibitor], NALP1 inh -14, V1R ag counter -0.8 and GalR3 antagonist -7.
`O=C(CCN1CCN(Cc2ccccc2)CC1)Nc1ccccc1Cl` gave GPR7 antag 0, OXTR ag 1.4, PHOSPHO1 inh -4, MEKK2 WT-MEK5 99, MEKK2mut PB1 HTS 0, MEKK3 PB1 HTS 111, NALP1 inh 29, V1R ag counter -0.5 and GalR3 antagonist -4.
Screening N#Cc1nc(-c2ccc(OCc3ccccc3)cc2)oc1NCCCn1ccnc1 returned GPR7 antag -9, OXTR ag 6.8, PHOSPHO1 inh 7, MEKK2 WT-MEK5 115, MEKK2mut PB1 HTS 10, MEKK3 PB1 HTS 111, NALP1 inh 13, V1R ag counter 4.1 and GalR3 antagonist 2.
Screening COc1ccc(CC(=O)Nc2cc3oc4ccccc4c3cc2OC)cc1 returned GPR7 antag 2, OXTR ag -0.1, PHOSPHO1 inh 8, MEKK2 WT-MEK5 100, MEKK2mut PB1 HTS -3, MEKK3 PB1 HTS 98, NALP1 inh 24, V1R ag counter 0.1 and GalR3 antagonist -6.

Nothing new here: 2 of the compounds above.
Screening Cn1c(=O)c2[nH]c(=O)cnc2n(C)c1=S returned GPR7 antag 9, OXTR ag 0.5, PHOSPHO1 inh 32, MEKK2 WT-MEK5 94, MEKK2mut PB1 HTS -4, MEKK3 PB1 HTS 97, NALP1 inh -8, V1R ag counter -0.1 and GalR3 antagonist 1.
Screening CC1(C)CC2CC(C)(CN2CC(O)c2ccccc2)C1 (configuration not stated) returned GPR7 antag -6, OXTR ag -2.1, PHOSPHO1 inh 50, MEKK2 WT-MEK5 103, MEKK2mut PB1 HTS 2, MEKK3 PB1 HTS 100, NALP1 inh 13, V1R ag counter -1.8 and GalR3 antagonist -10.

Next entries.
Cc1cccc(-n2cnc(C(=O)N/N=C\c3ccc(Br)cc3)c2)n1 was read as GPR7 antag 1, OXTR ag -0.7, PHOSPHO1 inh 15, MEKK2 WT-MEK5 96, MEKK2mut PB1 HTS 2, MEKK3 PB1 HTS 99, NALP1 inh 2, V1R ag counter 0.6 and GalR3 antagonist 9.
`COc1ccccc1C(=O)OCCCN=C1NS(=O)(=O)c2ccccc21` gave GPR7 antag 9, OXTR ag 0.9, PHOSPHO1 inh 22, MEKK2 WT-MEK5 93, MEKK2mut PB1 HTS -2, MEKK3 PB1 HTS 100, NALP1 inh -7, V1R ag counter 0.8 and GalR3 antagonist -2.
For O=S(=O)(c1ccc(NC(=S)NCc2ccc(F)cc2)cc1)N1CCOCC1 the results were GPR7 antag 10, OXTR ag 9.4, PHOSPHO1 inh -62, MEKK2 WT-MEK5 100, MEKK2mut PB1 HTS 0, MEKK3 PB1 HTS 98, NALP1 inh 13, V1R ag counter 20 and GalR3 antagonist -1.
For O=C(NCCCCc1ccccc1)C1CC(c2cccc(F)c2)=NO1 (configuration not stated) the results were OXTR ag 0.7, PHOSPHO1 inh 26, MEKK2 WT-MEK5 98, MEKK2mut PB1 HTS 7, MEKK3 PB1 HTS 113, NALP1 inh 11, V1R ag counter 0.5 and GalR3 antagonist -5.
For CN(c1ccc(C(=O)Nc2ccc3c(c2)OCCO3)cc1)S(C)(=O)=O the results were GPR7 antag -5, OXTR ag 0.6, PHOSPHO1 inh 1, MEKK2 WT-MEK5 99, MEKK2mut PB1 HTS 1, MEKK3 PB1 HTS 100, NALP1 inh 7, V1R ag counter 1.3 and GalR3 antagonist -2.
Cc1ccc(CNC(=O)c2ccccc2NC(=O)CN2CC(C)OC(C)C2)cc1 (configuration not stated) was read as GPR7 antag -6, OXTR ag 4.1, PHOSPHO1 inh 23, MEKK2 WT-MEK5 94, MEKK2mut PB1 HTS 1, MEKK3 PB1 HTS 96, NALP1 inh -1, V1R ag counter 3.3 and GalR3 antagonist -10.
Screening CS(=O)(=O)NCCSCc1ccccc1 returned GPR7 antag 10, OXTR ag 1.4, PHOSPHO1 inh 0, MEKK2 WT-MEK5 102, MEKK2mut PB1 HTS -4, MEKK3 PB1 HTS 97, NALP1 inh -4, V1R ag counter 0.3 and GalR3 antagonist -2.
`O=[N+]([O-])c1ccc(N2CCN(Cc3ccccc3)CC2)nc1` gave GPR7 antag 22*, OXTR ag -0.4, PHOSPHO1 inh 8, MEKK2 WT-MEK5 88, MEKK2mut PB1 HTS -2, MEKK3 PB1 HTS 82, NALP1 inh 0, V1R ag counter 0.5 and GalR3 antagonist -5.
COc1ccc(S(=O)(=O)N2CCC(C(=O)NC3CCCCC3)CC2)cc1C was read as GPR7 antag 7, OXTR ag -0.9, PHOSPHO1 inh 2, MEKK2 WT-MEK5 94, MEKK2mut PB1 HTS -7, MEKK3 PB1 HTS 99, NALP1 inh 7, V1R ag counter 2.8 and GalR3 antagonist 2.
`COc1ccc(S(=O)(=O)N2CCOCC2)cc1NC(=O)CSc1ncnc2ccccc12` gave GPR7 antag -9, OXTR ag -0.9, PHOSPHO1 inh -8, MEKK2 WT-MEK5 92, MEKK2mut PB1 HTS -3, MEKK3 PB1 HTS 98, NALP1 inh 5, V1R ag counter 0.9 and GalR3 antagonist 0.
CCOC(=O)C(C(=O)OCC)=C1OC(=O)c2ccccc21 was read as GPR7 antag -9, OXTR ag 0.8, PHOSPHO1 inh 3, MEKK2 WT-MEK5 94, MEKK2mut PB1 HTS -4, MEKK3 PB1 HTS 102, NALP1 inh -7, V1R ag counter 0.4 and GalR3 antagonist -3.
Screening Cc1ccc(CNC(=O)c2cccnc2Cl)cc1 returned GPR7 antag -7, OXTR ag -1.3, PHOSPHO1 inh 13, MEKK2 WT-MEK5 78, MEKK2mut PB1 HTS -11, MEKK3 PB1 HTS 89, NALP1 inh 6, V1R ag counter 0.8 and GalR3 antagonist 1.
O=C(CSc1nncn1-c1ccccc1)NC1CCCc2ccccc21 (configuration not stated) was read as GPR7 antag -8, OXTR ag -0.3, PHOSPHO1 inh -6, MEKK2 WT-MEK5 92, MEKK2mut PB1 HTS -5, MEKK3 PB1 HTS 90, NALP1 inh 16, V1R ag counter -0.1 and GalR3 antagonist -1.
CC#CC#Cc1cccc(=O)o1 was read as GPR7 antag 2, OXTR ag -0.3, PHOSPHO1 inh 10, MEKK2 WT-MEK5 80, MEKK2mut PB1 HTS 3, MEKK3 PB1 HTS 88, NALP1 inh 14, V1R ag counter 0.3 and GalR3 antagonist -10.
For COc1cc(C)c(NC(=O)COc2ccc3c(c2)OCO3)cc1C the results were GPR7 antag -2, OXTR ag 1.6, PHOSPHO1 inh 22, MEKK2 WT-MEK5 98, MEKK2mut PB1 HTS -1, MEKK3 PB1 HTS 101, NALP1 inh 8, V1R ag counter 2.4 and GalR3 antagonist 8.
For CCOC(=O)C1=C(C)NC(=O)C(C#N)C1c1ccncc1 (configuration not stated) the results were GPR7 antag -6, OXTR ag 0.2, PHOSPHO1 inh 12, MEKK2 WT-MEK5 106, MEKK2mut PB1 HTS 6, MEKK3 PB1 HTS 105, NALP1 inh -2, V1R ag counter -0.1 and GalR3 antagonist -2.
CCOC(=O)N1CCc2c(sc(NC(=O)CN3CCOCC3)c2C#N)C1 was read as GPR7 antag -7, OXTR ag 0.0, PHOSPHO1 inh 3, MEKK2 WT-MEK5 93, MEKK2mut PB1 HTS -9, MEKK3 PB1 HTS 90, NALP1 inh -7, V1R ag counter 1.8 and GalR3 antagonist -4.
CCC(C)NC(=O)CN1C(=O)NC2(CCc3ccccc3C2)C1=O (configuration not stated) was read as GPR7 antag 8, OXTR ag 0.4, PHOSPHO1 inh 33, MEKK2 WT-MEK5 91, MEKK2mut PB1 HTS 0, MEKK3 PB1 HTS 107, NALP1 inh 2, V1R ag counter 0.4 and GalR3 antagonist -1.
CC(O)C(NS(=O)(=O)c1ccc(Cl)cc1)C(=O)OCC(=O)N1CCN(c2ccccc2)CC1 (configuration not stated) was read as GPR7 antag -1, OXTR ag 5.6, PHOSPHO1 inh -11, MEKK2 WT-MEK5 112, MEKK2mut PB1 HTS 3, MEKK3 PB1 HTS 107, NALP1 inh 34, V1R ag counter 8.0 and GalR3 antagonist 1.
Screening Cc1ccc(NC(=S)NNC(=O)CSc2nc3ccccc3c(=O)n2-c2ccc(C)cc2)cc1 returned GPR7 antag -9, OXTR ag -0.7, PHOSPHO1 inh -28, MEKK2 WT-MEK5 96, MEKK2mut PB1 HTS -1, MEKK3 PB1 HTS 111, NALP1 inh 10, V1R ag counter 0.1 and GalR3 antagonist -3.
For CCOC(=O)CCNC(=O)N1CCC(CCC(=O)NCc2ccc(F)cc2)CC1 the results were GPR7 antag -7, OXTR ag 0.7, PHOSPHO1 inh -14, MEKK2 WT-MEK5 101, MEKK2mut PB1 HTS 2, MEKK3 PB1 HTS 95, NALP1 inh 7, V1R ag counter 0.0 and GalR3 antagonist -6.
